Screens deposited in PubChem by National Center for Advancing Translational Sciences (NCATS).
MCF10A rereplic: A quantitative high throughput screen for small molecules that induce DNA re-replication in MCF 10a normal breast cells; MCF 10A DNA re-replication, Hoechst nuclear intensity, 48 h; Potency, µM (series often up to 46.1 µM), without a hit: at the highest dose activity, positive = re-replication, most hits filed as activators; 350,000 compounds, 2.9% hits; AID 624296, 2012; also: potency is read from the fitted curve at half-maximal effect; % of control where 0% means no effect; nearly all actives have a fitted effect of over 50% in size
HepG2 tox: qHTS for Inhibitors of TGF-b: Cytotox Counterscreen. Potency, µM (doses to about 46.1 µM), inactives show at the top dose activity change, negative = cytotoxicity, most hits filed as cytotoxic. HepG2 CAGA-GFP viability, ATP luminescence, 18 h. 410,000 compounds, 0.76% hits; also: potency is read from the fitted curve at half-maximal effect; some results filed as inactive show a strong effect at the top dose
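CellTiter-Glo luminescence gave cytotoxicity after 18 hours at 37 degrees C. The cells were HepG2 CAGA-GFP in 1% FBS DMEM, stimulated with 500 pg/mL TGF-beta after compound addition. %Activity was normalised to no-cell wells (complete cell-killing) and DMSO (no toxicity), and curves were fitted and classified.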
ATXN2 expr inh: Primary qHTS for Inhibitors of ATXN expression; 360,000 compounds, 0.72% hits; Potency, µM (highest dose often 57 µM), inactives show at the top dose activity change, negative = inhibition, usual class: inhibitors; HEK-293 ATXN2-luciferase reporter, luminescence, 24 h; AID 1745845, 2022; also: potency is read from the fitted curve at half-maximal effect; % is scaled to controls: 0 for no effect and ±100 for the full control effect; nearly all actives have a fitted effect of over 55% in size
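ATXN2-luciferase reporter cells (luciferase flanked by upstream and downstream ATXN2 gene portions) were treated 24 h at 37 °C with compounds at up to 57 uM. SteadyGlo luminescence gave expression; GF-AFC fluorescence gave viability.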
ATXN viability: Viability Counterscreen for Primary qHTS for Inhibitors of ATXN expression. S2 cells (HEK-293 line with an ATXN2-luciferase reporter) viability, CellTiter-Fluor protease fluorescence, 24 h. Potency, µM (titrated, usually from 56.7 µM), usual class: cytotoxic. 400,000 compounds, 0.49% hits; also: potency is read from the fitted curve at half-maximal effect; nearly all actives have a fitted effect of over 40% in size
KB-3-1 tox: qHTS assay for MDR1-selective chemotherapeutics: Primary screen using the parental adenocarcinoma cell KB-3-1; KB-3-1 viability, CellTiter-Glo ATP luminescence, 72 h; Potency, µM (series often up to 46.1 µM), inactives show top-dose activity change, negative = cytotoxic, hits mostly cytotoxic; 400,000 compounds, 1.4% hits; AID 1347075, 2019; also: potency is read from the fitted curve at half-maximal effect; % is scaled to controls: 0 for no effect and ±100 for the full control effect; nearly all actives have a fitted effect of over 60% in size
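Cells are dispensed, compounds pinned in, plates held at 37 °C for 72 h, then CellTiter-Glo is added and luminescence read after 10 minutes. Cell line: parental KB-3-1 in phenol-red-free DMEM, 10% FBS.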
HT1080NT lethal: qHTS for induction of synthetic lethality in tumor cells producing 2HG: qHTS for the HT-1080-NT fibrosarcoma cell line; HT-1080-NT fibrosarcoma viability, CellTiter-Glo ATP luminescence, 48 h; Potency, µM (series often up to 46.1 µM), for the others: at the highest dose activity, negative = less viability, most hits filed as cytotoxic; 360,000 compounds, 1.6% hits;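 also: NT is the 2HG producing partner of a matched IDH1 knockdown line; potency is read from the fitted curve at half-maximal effect; 0% = DMSO-treated cells and -100% = media-only wells without cells; nearly all actives have a fitted effect of over 55% in size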
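HT-1080-NT fibrosarcoma cells (2HG-overproducing), 750 cells/well in RPMI with 5% FBS, dosed after 2 h and incubated 48 h at 37C. CellTiter-Glo luminescence normalized to DMSO and no-cell wells; concentration-response curves fitted and classed.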
HT1080 IDH1KD tx: qHTS for induction of synthetic lethality in tumor cells producing 2HG: qHTS for the HT-1080-IDH1KD cell line; 360,000 compounds, 2% hits; HT-1080 IDH1 knockdown viability, ATP luminescence, 48 h; Potency, µM (doses to about 46.1 µM), for the others: top-dose activity, negative = toxicity, hits mostly cytotoxic;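 also: potency is read from the fitted curve at half-maximal effect; 0% = DMSO wells and -100% = cell-free medium wells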
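Viability of IDH1-knockdown HT-1080 fibrosarcoma cells was assessed by CellTiter-Glo after 48 h at 37 °C with titrated compound; concentration-effect curves were classified by fit quality and response size.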
SW480 rereplic: A quantitative high throughput screen for small molecules that induce DNA re-replication in SW480 colon adenocarcinoma cells. SW480 DNA re-replication, Hoechst DNA content imaging, 48 h. 340,000 compounds, 1.8% hits. Potency, µM (series often up to 46.1 µM), without a hit: at the top dose re-replication activation, usual class: activators; also: potency is read from the fitted curve at half-maximal effect; % of control where 0% means no effect; nearly all actives have a fitted effect of over 55% in size
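250 cells/well; 23 nL cpd via pin tool; 48 hr, 37 C, 5% CO2; Hoechst 40 min; imager read of total nuclear intensity, ex 405/em 500-530 nm.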
IL1B secr inh: qHTS for Inhibitors of Inflammasome Signaling: IL-1-beta AlphaLISA Primary Screen; THP-1 LPS/ATP IL-1B secretion, AlphaLISA, 16 h; stronger effect = lower value; activity change, % at 57.5 µM; 360,000 compounds, 4.7% hits; in the data active = activity change below about -50%; inconclusive = mostly about -30% to -49%; also: % is scaled to controls: 0 for no effect and ±100 for the full control effect
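THP-1 cells pretreated 1 hr with compounds (up to 57.5 uM final), then stimulated with LPS (250 ng/mL final) plus ATP (1.25 mM final); secreted IL-1B measured by AlphaLISA after 16 hr, decreased signal indicating inhibition.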
* = called active by the depositor; i = inactive; ? = inconclusive; nt = not tested or not shown; & = joins results of further samples; [ ] = another dose, or the depositor's remark. Unless noted, calls follow the shape of the dose curve; as a rule, active = well fitted curve in the direction sought with a large enough effect; inconclusive = small, poorly fitted or top-dose-only effect, or another doubt; inactive = no such curve, though single readings can be large; an effect the other way counts as inactive or inconclusive. Not a hit list; about 8.9% have a hit in one of these screens.

SMILES	MCF10A rereplic	HepG2 tox	ATXN2 expr inh	ATXN viability	KB-3-1 tox	HT1080NT lethal	HT1080 IDH1KD tx	SW480 rereplic	IL1B secr inh
CC1=NCCN1CCNC(=O)Nc1ccc(F)cc1	-4%	-12%	-1%	i	-2%	5%	19%	-1%	21
Cc1ccc(CNC(=O)c2ccc(NC(=O)N3CCSc4ncccc43)cc2)cc1	nt	-2%	-13%	i	-3%	nt	nt	nt	nt
Cc1sc(NC(=O)C2CCCC2)c(C#N)c1C	-7%	6%	0%	i	4%	8%	4%	-2%	-5
O=C(CSc1nnc(-c2cccnc2)n1CCc1ccccc1)N1CCCCC1	1%	11%	5%	i	25%	3%	1%	0%	9
Cc1nn(Cc2ccc(F)cc2)c2sc(C(=O)Nc3nccs3)cc12	?	-37%	-13%	i	0%	-27%	-19%	1%	20
COc1ccc(CCC(=O)NCc2cn3ccsc3n2)cc1	7%	9%	8%	i	8%	2%	-13%	6%	20
CCN(CC(=O)Nc1c(F)cccc1F)C(=O)CCCc1nc2ccccc2c(=O)[nH]1	6%	-1%	10%	i	-10%	-18%	-15%	-2%	10
N#CCSc1nnc2ccc3ccccc3n12	4%	10%	3%	i	6%	-2%	-1%	2%	-6
O=C1CC(c2ccccc2)Sc2ccccc2N1Cc1ccc(F)cc1 (stereo not given)	nt	-41%	?	?	?	nt	nt	nt	nt
O=[N+]([O-])c1ccccc1Oc1ccc(S(=O)(=O)N2CCOCC2)cc1	17%	-61%	-22%	i	0%	-3%[9.24 µM]	0%	?	0
CCCn1c(N)c(N(CCOC)C(=O)COC(=O)CSc2cc(C)c3ccccc3n2)c(=O)[nH]c1=O	7%	31%	5%	i	0%	4%	6%	0%	-2
O=C1C2ON(c3ccccc3)C(c3ccccn3)C2C(=O)N1c1ccc(Br)cc1 (stereo not given)	3%	-6%	6%	i	5%	7%	7%	1%[9.22 µM]	-3
O=c1[nH]c2ccccc2c2nc3ccccn3c12	?	-38%	-4%	i	?	-23%	-11%	-1%	14
COc1ccc(NC(=O)COC(=O)c2ccc(Br)o2)cc1OC	-1%	-30%	-3%	i	9%	8%	3%	-2%	22
COc1ccc(C2C(C(=O)c3ccco3)=C(O)C(=O)N2CC2CCCO2)cc1OC (stereo not given)	-19%	4%	5%	i	31%	0%	9%	-13%	7
CCC(O)C1CCN(Cc2cn(Cc3ccccc3)nc2-c2cc3ccccc3o2)CC1 (stereo not given)	13%	-72%	nt	i	-9%	?	-18%	?	124
O=C(CNCc1ccccc1)Nc1ccc(F)cc1	2%	1%	18%	?	-16%	-3%	0%	4%	7
COc1cccc(C(CC(=O)NCc2ccco2)NS(=O)(=O)c2ccc(C)cc2)c1OC (stereo not given)	-1%	2%	2%	i	25%	4%	2%	-6%	29
Cc1ccc(NC(=S)N2CCC(NC(=O)c3ccc(F)cc3)CC2)cc1	6%	-8%	-5%	i	1%	-3%	0%	20%	13
O=S1(=O)CCOC[C@H](CC2CCCCC2)N1Cc1ccc(Cl)cc1	0%	-5%&6%	-6%	i	-6%&0%	-3%	-1%	0%	11
O=C(CCn1c(=O)c2ccccc2n(Cc2cccnc2)c1=O)NCc1ccc2c(c1)OCO2	5%	-10%	3%	i	12%	10%	-6%[9.24 µM]	-8%	-7
Cc1ccc(C2C(C(=O)c3cc4ccccc4o3)=C(O)C(=O)N2CCN2CCOCC2)o1 (stereo not given)	1%	-33%	5%	i	0%	-2%	-2%	0%	0
S=c1[nH]c(-c2ccccc2)cn1/N=C/c1cccc2ccccc12	?	1%	0%	?	?	-16%	-24%	?	-12
CCn1c(SCC(=O)Nc2ccccc2)nc2c(c1=O)SCC2	nt	-11%	nt	i	1%	-8%	-1%	nt	-3
CCC(Br)C(=O)Nc1ccc(OC)cc1 (stereo not given)	-5%	-4%	5%	i	-3%	-3%	-9%	-9%	-3

Continuation.
SMILES	MCF10A rereplic	HepG2 tox	ATXN2 expr inh	ATXN viability	KB-3-1 tox	HT1080NT lethal	HT1080 IDH1KD tx	SW480 rereplic	IL1B secr inh
Cc1ccc(C(=O)N2CCN(c3ccc(NC(=O)c4cccnc4Cl)cc3)CC2)cc1	13%	4%	-20%	i	-22%	1%	1%	0%	-23
CCOc1ccc(S(=O)(=O)Nc2cccc(-c3ccc(N4CCCC4)nn3)c2)cc1	nt	-23%	4%	i	3%	nt	nt	nt	nt
COc1ccc(/C=N/NC(=O)Nc2nonc2N)cc1	1%	-4%	28%	i	-11%	-1%	1%	3%	-8
COc1ccc(/C(C)=N/Nc2ccc(C(=O)O)cc2)cc1OC	14%	0%	11%	i	7%	23%	22%	-2%	-5
CCN1CCN(C(=O)C2CC(c3ccc(F)cc3)=NO2)CC1 (stereo not given)	1%	-1%	4%	i	-3%	6%	6%	2%	6
O=C1/C(=C/c2cccnc2)Sc2ccccc21	?	-95%	15%	i	6%	-19%	-16%	?	-20
Cc1cc(C(=O)Nc2ccc(Br)cn2)sc1C	16%	-41%	nt	?	-3%	-2%	-6%	1%	-16
Cc1ccccc1NC(=O)Nc1ccccc1N1CCCCC1	?	-20%	nt	i	2%	-4%	-1%	-4%	0
Cc1cccc2cc(CN(CC(C)C)S(=O)(=O)c3ccccc3)c(=O)[nH]c12	-4%	-13%	2%	i	-29%	12%	-1%	-8%	0
O=C(NCCN1C(=O)CSC1=O)C1CC(=O)N(c2ccccc2)C1 (stereo not given)	4%	-43%	nt	nt	1%	0%	-2%	-21%	17
O=C(O)c1cccnc1SCC(=O)N1CCCCCC1	-15%	11%	-1%	i	-2%	4%	8%	-2%	0
CCCn1nnc(NC(=O)COc2ccccc2Cl)n1	2%	1%	12%	i	8%	14%	19%	-3%	-11
COc1ccc(C(C(=O)NC2CCCC2)n2c(Cc3cc(F)cc(F)c3)nc3ccccc32)cc1 (stereo not given)	nt	nt	nt	nt	0%	?	-10%	nt	?
Cc1ccc2nc(SCC(=O)Nc3cc(C)on3)[nH]c2c1	-2%	-2%	2%	i	3%	3%	-3%	-1%	7
O=C(C(c1ccccc1)c1ccccc1)N1CCN(Cc2ccco2)CC1	?	-8%	-1%	i	-1%	14%	9%	-1%	-4
O=S(=O)(c1cc(Cl)ccc1Cl)N1CCCCC1	1%	0%	?	i	1%	-2%	2%	-3%	-7
CCOC(=O)Nc1ccc(S(=O)(=O)NCCCN2CCOCC2)cc1	?	-6%	-7%	i	-1%	-5%	-9%	24%	4
COc1ccc(C(=O)NCCCN2CCOCC2)cc1OC	-1%	-9%	1%	i	8%	17%	12%	-3%	12
CC1CCCC(C)N1CCCNC(=O)CN1C(=O)COc2ccc(S(=O)(=O)N3CCOCC3)cc21 (stereo not given)	7%	0%	4%	i	16%	12%	13%	19%	-6
Cc1ccc(NC(=O)c2ccc(C(=O)c3ccccc3)cc2)nc1	1%	-8%	9%	i	15µM*	?	?	?	-14
O=C(NCCCN1CCN(c2cccc(Cl)c2)CC1)c1cccc(N2CCCC2=O)c1	-26%	-9%	-30%	i	-12%	-13%	-13%	-3%	-10
O=C(CSc1nnc(-c2ccncc2)n1-c1ccccc1Cl)Nc1ccc(C(=O)O)cc1	-2%	2%	2%	i	20%	-3%	3%	-25%	-18
O=C1N(c2ccccc2C(F)(F)F)O[C@]1(c1ccccc1)C1CCCC1	18µM*	-4%	?	i	-6%	-17%	-28%	?	-5
COc1ccc(NC(=O)Cn2c(=O)c(C)nc3ccccc32)cc1Cl	?	-7%	-6%	i	0%	10%	3%	1%	30
Cc1ccc(C(=O)CCNc2ccc(Cl)cc2)o1	?	4%	6%	i	-10%	-3%	-2%	4%	?

Three entries from above, with two lines to a compound:
Values run as follows: MCF10A rereplic	HepG2 tox	ATXN2 expr inh	ATXN viability	KB-3-1 tox	HT1080NT lethal	HT1080 IDH1KD tx	SW480 rereplic	IL1B secr inh
COc1ccc(CCC(=O)NCc2cn3ccsc3n2)cc1
 : 7%	9%	8%	i	8%	2%	-13%	6%	20
CCN(CC(=O)Nc1c(F)cccc1F)C(=O)CCCc1nc2ccccc2c(=O)[nH]1
 : 6%	-1%	10%	i	-10%	-18%	-15%	-2%	10
N#CCSc1nnc2ccc3ccccc3n12
 : 4%	10%	3%	i	6%	-2%	-1%	2%	-6

Further compounds follow.
SMILES	MCF10A rereplic	HepG2 tox	ATXN2 expr inh	ATXN viability	KB-3-1 tox	HT1080NT lethal	HT1080 IDH1KD tx	SW480 rereplic	IL1B secr inh
COc1ccc(-c2nc(C)sc2C)cc1	6%	11%	-5%[11.3 µM]	i	29%	8%	26%	-10%	6
CCC(C(=O)NCC1CCCO1)N(C(=O)c1snc(C(N)=O)c1N)c1ccc(Cl)cc1 (stereo not given)	?	-30%	-4%	i	-1%	11%	4%	?	-14
CCOc1ccc(N(CC(=O)NCc2ccc(OC)cc2)S(=O)(=O)c2c(C)[nH]c(=O)[nH]c2=O)cc1	0%	-8%&3%	16%&12%	i	2%&0%	24%	22%	-3%	23
Cn1cc[n+](C)c1COc1ccc(C=O)cc1	6%	-2%	nt	i	0%	-1%	5%	-10%	-8
O=C1COc2ccccc2N1Cc1ccccc1Cl	8%	-19%	-10%	i	9%	-1%	-1%	8%	18
CC(=O)Nc1ccc(NC(=O)c2cc(-c3cc(F)ccc3OCC3CCCO3)n[nH]2)cc1 (stereo not given)	nt	0%	10%	i	0%	9%	?	nt	-19
CC(=O)c1ccc(NC(=O)CSc2nnc(NC(=O)c3ccco3)s2)cc1	-3%	-5%	29%	i	-3%	5%	2%	-11%	-10
